Source: PubChem
DNMT1 block = human DNMT1 methyltransferase inhibitors, primary screen, biochemical, molecular beacon, fluorescence, HinP1I cleavage, uHTS; hit rate 0.83% among 360,000; AID 588458, 2011; DNA (cytosine-5)-methyltransferase 1 (Homo sapiens), P26358; inhibition (reported as % activation of signal), % at 10 µM; in the data active means inhibition above about 50%
SUMO1 PPI mod = modulators of SUMO1 protein-protein interactions, primary screen, biochemical, uHTS. hit rate 0.33% among 360,000. SUMO1 binding to a labelled peptide, TR-FRET, 1 h. AID 602429, 2012. inhibition, % at 20 µM. Small ubiquitin-related modifier 1 (Homo sapiens), P63165; in the data active means inhibition above about 37%
Target sequence (P63165 whole entry, looked up): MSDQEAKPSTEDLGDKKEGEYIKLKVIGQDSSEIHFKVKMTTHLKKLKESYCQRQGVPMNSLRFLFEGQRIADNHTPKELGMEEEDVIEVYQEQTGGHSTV
CSN inh = inhibitors of CSN-mediated cullin deneddylation, primary screen, biochemical, fluorescence polarization, uHTS; COP9 signalosome complex subunit 5 (Homo sapiens), Q92905; Purified CSN, SCF-Nedd8-OG deneddylation; hit rate 0.38% among 360,000; inhibition, % at 12.5 µM; AID 651999, 2013;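 active means pattern-corrected inhibition above about 35%, with an unprinted fluorescence ratio check between 0.5 and 1.5, limit read from the data, passing the limit was not always enough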;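 further: 0% = enzyme with substrate and 100% = substrate without enzyme; some results filed as inactive read as strong as hits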
Target sequence (Q92905 whole entry, looked up, one chain of several): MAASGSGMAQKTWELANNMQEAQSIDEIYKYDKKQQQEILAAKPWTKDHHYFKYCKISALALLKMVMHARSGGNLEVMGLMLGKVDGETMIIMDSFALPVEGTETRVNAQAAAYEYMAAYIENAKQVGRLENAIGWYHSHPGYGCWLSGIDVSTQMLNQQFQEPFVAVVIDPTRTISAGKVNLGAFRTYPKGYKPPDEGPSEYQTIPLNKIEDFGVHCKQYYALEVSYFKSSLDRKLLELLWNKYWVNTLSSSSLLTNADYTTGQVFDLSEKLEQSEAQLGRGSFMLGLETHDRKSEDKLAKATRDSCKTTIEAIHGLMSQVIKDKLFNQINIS
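Test system: purified human Csn5 enzyme expressed in HEK293T cells. Amount: 0.24 nM enzyme. Reagent: SCFSkp2-Nedd8OG substrate at 10 nM final. Schedule: 90 min incubation of compound, enzyme and substrate at room temperature. Detection: fluorescence polarization. Read-out: % inhibition of substrate cleavage by Csn5.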
TbMetRS inhib = T. brucei MetRS inhibitors, primary screen, biochemical, luminescence | purified T. brucei MetRS, ATP depletion, Kinase-Glo luminescence | inhibition, % at 11.9 µM | hit rate 0.4% among 360,000 | AID 624268, 2012;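 active means inhibition above a per-plate cutoff of the control wells' mean inhibition plus 3 SD, cut at about 5.5% in these data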;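 further: 0% = DMSO wells median and 100% = median of wells with control inhibitor compound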
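Measured by: Kinase-Glo luciferase luminescence reporting remaining unconsumed ATP. Material: purified T. brucei MetRS enzyme. Doses: 11.9 µM compound single dose, 0.9% DMSO. Medium: HEPES buffer containing pyrophosphatase, BSA, spermine, DTT. Times: 15 min preincubation, 2 h reaction, all 25 °C. Reagent: methionine, ATP and bulk E. coli tRNA.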
STEP block = STEP phosphatase inhibitors, primary screen, biochemical, fluorescence intensity, uHTS. Tyrosine-protein phosphatase non-receptor type 5 (Homo sapiens), P54829. recombinant STEP, OMFP fluorogenic substrate. inhibition, % at 20 µM. hit rate 0.25% among 360,000. AID 588621, 2011;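 active means inhibition at 20 µM, scaled per plate between control wells, above about 37%, limit read from the data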;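 further: 0% = DMSO with enzyme and substrate and 100% = substrate only without enzyme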
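Assay system: isolated STEP enzyme / Timing: 20 min at room temperature, dark / Doses: 20 µM, 1% DMSO / Technique: fluorescence intensity, excitation 480 nm, emission 540 nm / Reagent: fluorogenic phosphatase substrate OMFP at 25 µM final / Measure: percent inhibition scaled to no-enzyme and uninhibited-enzyme controls, plate-pattern corrected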
Scp-1 inhibitor = Scp-1 phosphatase inhibitors, primary screen, biochemical, colorimetric, uHTS. Carboxy-terminal domain RNA polymerase II polypeptide A small phosphatase 1 (Homo …. Recombinant Scp1, phosphopeptide, malachite green phosphate absorbance. inhibition, % at 20 µM. hit rate 0.88% among 340,000;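 active means inhibition above about 50% at 20 µM, limit read from the data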;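 further: plate controls were DMSO wells with enzyme for no effect and wells lacking enzyme for full effect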
Target sequence (Q9GZU7 76-261 limits assumed): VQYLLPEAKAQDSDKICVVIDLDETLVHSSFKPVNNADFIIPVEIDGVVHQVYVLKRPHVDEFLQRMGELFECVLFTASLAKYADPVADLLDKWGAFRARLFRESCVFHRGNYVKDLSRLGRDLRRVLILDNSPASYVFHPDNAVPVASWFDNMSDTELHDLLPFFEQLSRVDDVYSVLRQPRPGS
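Test system: SCP-1 phosphatase catalytic domain, residues 76-261 | Compound dosing: One concentration, 20 µM, with 1.0% DMSO | Schedule: 45 min room-temperature reaction, 5 min colour, 30 min stabiliser | Detection: Absorbance at 630 nm | Read-out basis: % inhibition of SCP-1 phosphate liberation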
MsrA inh = bovine MsrA enzyme inhibitors, primary screen, biochemical, absorbance, HTS. Methionine sulfoxide reductase A (Bos taurus). purified bovine MsrA, absorbance read-out. inhibition, % at 15.5 µM. hit rate 0.75% among 360,000. AID 651718, 2012; in the data active means inhibition above about 4.5%;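 further: 0% = vehicle wells with enzyme and 100% = reference inhibitor wells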
Rpn11 block = Rpn11 (PSMD14) deubiquitinase inhibitors, primary screen, biochemical, fluorescence polarization, uHTS; calls only at 20 µM; 26S proteasome non-ATPase regulatory subunit 14 (Homo sapiens), O00487; human 26S proteasome, Ub4-pepOG fluorescence polarization; 20S core pre-blocked with epoxomicin; hit rate 0.59% among 360,000;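 active means inhibition at 20 µM, scaled to each plate's controls, above about 33%, limit read from the data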
LMPTP block = LMPTP phosphatase inhibitors, primary screen, biochemical, fluorescence intensity, uHTS | Low molecular weight phosphotyrosine protein phosphatase (Homo sapiens), P24666 | recombinant LMPTP-A, OMFP fluorogenic substrate | inhibition, % at 20 µM | hit rate 0.22% among 360,000 | AID 651560, 2012;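 active means compounds that cut the enzyme signal by at least half of the control window in the single-dose screen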;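 further: plate controls were DMSO wells with enzyme plus substrate for no effect and substrate without enzyme for full effect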
Target sequence (P24666 whole entry, looked up): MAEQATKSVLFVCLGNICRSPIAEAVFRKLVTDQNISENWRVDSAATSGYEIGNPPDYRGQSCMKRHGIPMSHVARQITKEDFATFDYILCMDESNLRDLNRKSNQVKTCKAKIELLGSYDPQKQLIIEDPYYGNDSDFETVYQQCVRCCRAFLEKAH
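Test system: LMPTP-A phosphatase enzyme; input: 0.625 nM LMPTP-A final; reagent: OMFP substrate, 400 µM final; compound dosing: 20 µM single dose, 3% DMSO; incubation: 50 min dark incubation at room temperature; measured by: endpoint fluorescence intensity from OMFP dephosphorylation; measure: % inhibition relative to no-enzyme and uninhibited control wells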
NadD inh = inhibitors of S. aureus NadD, primary screen, biochemical, colorimetric, uHTS | hit rate 0.78% among 360,000 | purified NadD enzyme, colorimetric absorbance read-out | Nicotinate-nucleotide adenylyltransferase NadD (Staphylococcus aureus N315) | inhibition, % at 20 µM | AID 602399, 2012; in the data active means inhibition above about 26%; further: some compounds past the cut are filed as inactive
* = called active by the depositor; i = inactive; . = not tested or not shown.

SMILES | DNMT1 block | SUMO1 PPI mod | CSN inh | TbMetRS inhib | STEP block | Scp-1 inhibitor | MsrA inh | Rpn11 block | LMPTP block | NadD inh
COc1cc(Cl)c(C)cc1NC(=O)COc1ccc(C)nc1[N+](=O)[O-] | 9 | -6 | 0 | -0.3 | 4 | -5 | 0.3 | i | 0.2 | -5
C=CCOc1nc2c(c(=O)n(C)c(=O)n2C)n1Cc1c(Cl)cccc1Cl | 2 | 7 | -3 | -0.8 | -1 | -18 | 0.8 | i | -0.9 | -3
COC(=O)c1ccc(CNC(=O)c2ccc3oc(C(C)C)nc3c2)cc1 | -1 | 4 | 6 | -0.2 | -2 | -9 | -0.6 | i | -0.3 | -2
Cc1nn(CC(=O)NNC(=S)NCC2CCCO2)c(C)c1Br (centres undefined) | 2 | 2 | 3 | -0.1 | 0 | -2 | 0.0 | i | -1.9 | 7
O=C(Cc1c(F)cccc1Cl)NC1=NCCS1 | -20 | 1 | -1 | -0.2 | -1 | -10 | -0.3 | i | 1.1 | 8
O=C(Nc1ccccc1)Nc1nc(-c2ccccc2)cs1 | 7 | 4 | -1 | 0.4 | 3 | -8 | 0.5 | i | 0.3 | -7
C=C(C)Cn1c(C2CC(=O)N(Cc3ccccc3)C2)nc2ccccc21 (centres undefined) | -1 | 2 | 3 | 0.2 | 0 | -12 | 0.3 | i | -0.1 | -2
CN(C)c1ccc(CNC(=O)CN(C)S(=O)(=O)c2ccc3c(c2)c(=O)n(C)c(=O)n3C)cc1 | 1 | 0 | 4 | -0.7 | -2 | 6 | 0.6 | i | -0.5 | -1
O=C1CCN(S(=O)(=O)c2ccccc2)CCN1CCOCc1cccc(F)c1 | -1 | -3 | 3 | 0.3 | -1 | -3 | 0.5 | i | 0.5 | -4
CCc1c(C)sc(NC(=O)c2ccco2)c1C(=O)N1CCCCC1 | -1 | 2 | 6 | -0.8 | -2 | -2 | 0.3 | i | 1.7 | 0
Cc1ccc(S(=O)(=O)N2[C@@H](CO)CO[C@H]2CC(=O)OCc2ccccc2)cc1 | . | -8 | -1 | -0.9 | . | . | 0.0 | . | -1.2 | .
COc1ccc(NC(=O)Cn2nc(C(=O)O)c3ccccc3c2=O)cc1OC | 2 | -4 | 1 | -0.5 | -1 | 2 | -0.2 | i | -0.6 | -2
CN(C)S(=O)(=O)c1ccc(C(=O)Oc2ccccc2)cc1 | -1 | 1 | -2 | -1.3 | -1 | -6 | -0.6 | i | -0.4 | 1
COc1cccc(N2C(=O)C(Cc3c[nH]c4ccccc34)NC2=S)c1 (centres undefined) | -5 | -3 | -6 | 1.1 | -3 | -15 | 0.0 | i | 0.0 | 3
CN1CCN(CCc2nc3cc(NC(=O)COc4ccc(Cl)cc4)ccc3n2C)CC1 | -5 | -9 | 2 | -0.1 | 0 | -2 | 1.1 | i | -1.9 | -1
NC(=O)N/N=C\c1cc(Br)ccc1O | 0 | -3 | -2 | -0.3 | 0 | -8 | 0.0 | i | -0.8 | -7
COc1ccc([C@H]2C[C@H](n3cc(COC(=O)c4ccccc4)nn3)[C@@H](O)CN2C(=O)c2cccs2)cc1 | -2 | -3 | -2 | -0.6 | -1 | . | 0.5 | i | -0.8 | 9
O=C(Nc1cccc(Cl)c1)Nc1cnccn1 | 2 | 3 | 0 | 0.0 | 0 | -5 | -0.4 | i | -0.3 | -1
Cn1ccc2c(-c3cccc4ccccc34)cc3c(c21)C1CCC3C1 (centres undefined) | 2 | -7 | 4 | -0.9 | 2 | . | 0.8 | i | 2.1 | 1
COc1ccc(N2CCN(C(=O)C(NC(=O)c3c(F)cccc3F)C(C)C)CC2)cc1 (centres undefined) | 0 | -2 | -1 | 0.0 | -1 | -12 | 0.3 | i | 1.7 | 0
Cc1cc(C)c2ccc(C)[n+]([O-])c2c1O | -1 | -11 | -3 | -0.6 | -1 | -9 | 3.3 | i | -1.8 | -2
CCCCCCN1C(=O)C(O)=C(C(C)=O)C1c1ccc(Cl)cc1 (centres undefined) | 3 | 2 | -1 | -1.1 | 8 | -4 | -0.3 | i | -1.5 | 17
O=C(c1ccccc1)c1ccc(CN2C(=O)c3ccccc3C2=O)o1 | -2 | -12 | 9 | 0.2 | -1 | -8 | 0.5 | i | -0.2 | -1
CCCn1c(NCc2ccc(C)o2)nc2ccccc21 | 0 | -2 | 8 | 0.1 | 1 | -1 | -0.2 | i | 3.6 | 1
CCCn1cc(S(=O)(=O)CC(=O)N2CCc3ccccc32)c2ccccc21 | -3 | -2 | -6 | -0.9 | 2 | 10 | 0.5 | i | 1.6 | -1
Nc1nc(SCc2ccc(F)cc2)ns1 | -1 | -1 | 0 | 1.7 | 2 | -3 | 0.4 | i | -0.8 | 0
Cc1cccc(C(=O)NC(=S)N2CCN(c3ccc([N+](=O)[O-])cc3)CC2)c1 | -3 | -18 | -11 | 0.3 | 0 | -10 | -0.2 | i | 1.1 | 4
Cc1ccc(-c2nnn(CC(=O)NCC3COCCO3)n2)o1 (centres undefined) | -1 | 12 | 2 | -0.2 | -2 | -9 | -1.5 | i | 0.5 | 3
CN(C)c1ccc(NC(=O)CN2C3CCCC2CC(NC(=O)c2ccccc2)C3)cc1 (centres undefined) | 0 | 4 | 1 | -0.5 | 2 | -1 | -0.6 | i | 0.0 | 2
COc1ccccc1N1CCN(C2CCN(C(=O)c3cccc(F)c3)CC2)CC1 | 1 | 0 | -2 | -0.6 | -2 | -7 | 0.9 | i | -2.8 | -4
Cc1ccc(C(=O)Nc2cccnc2)cc1[N+](=O)[O-] | -1 | -14 | 1 | -0.3 | 0 | 9 | -1.0 | i | -0.6 | 8
COc1ccc(NS(=O)(=O)c2cccc(C(=O)O)c2)cc1S(=O)(=O)N1CCCCC1 | 11 | 7 | 0 | -0.6 | 2 | 15 | 1.6 | i | 0.5 | -6
CCSc1nnc(NC(=O)NCC(F)(F)F)s1 | 2 | -4 | -1 | -1.1 | 0 | -10 | -1.0 | i | -1.2 | -1
CCOC1=C2[C@H]([C@H]3C(=O)N(c4ccccc4)C(=O)[C@H]3C1)[C@@H](c1ccccc1)N(S(=O)(=O)c1ccc(C)cc1)[C@H]2c1ccccc1 | 1 | 6 | 25 | -0.2 | 2 | . | -0.8 | i | 0.9 | 12
COc1cc(/C=C2/N=C(c3ccccc3)OC2=O)c(F)cc1OCc1ccccc1 | 16 | 7 | 5 | -0.1 | 1 | -5 | 0.4 | i | -0.7 | 39*
Cc1sc2nc(SCC(=O)NCCOCCO)n(C)c(=O)c2c1C | 3 | -1 | -1 | -0.5 | -1 | -8 | 0.7 | i | -1.1 | -5
CC(C)CN(CCNC(=O)CN1N=C(c2ccc(Cl)cc2)CCC1=O)CC(C)C | 4 | -4 | 0 | -0.8 | -1 | -10 | 0.7 | i | -0.1 | -9
O=C(c1cc(C2CCCCN2S(=O)(=O)c2ccccc2)on1)N1CCOCC1 (centres undefined) | 1 | 0 | -2 | -0.2 | -2 | . | -1.5 | i | 0.6 | 0
COC(=O)[C@H]1[C@H]2C[C@@H]3c4[nH]c5cc(OC)ccc5c4CCN3C[C@H]2C[C@@H](OC(=O)/C=C/c2cc(OC)c(OC)c(OC)c2)[C@@H]1OC | -40 | 0 | 0 | -0.4 | 2 | 1 | 0.7 | i | 5.2 | 14
CCOc1ccc(CCNC(=O)c2cccc(C#N)c2)cc1OCC | 1 | -5 | -6 | -1.0 | 0 | -11 | -0.7 | i | -1.9 | -5

Overlap with the part before: four entries, followed by the next part.
SMILES | DNMT1 block | SUMO1 PPI mod | CSN inh | TbMetRS inhib | STEP block | Scp-1 inhibitor | MsrA inh | Rpn11 block | LMPTP block | NadD inh
CC(C)CN(CCNC(=O)CN1N=C(c2ccc(Cl)cc2)CCC1=O)CC(C)C | 4 | -4 | 0 | -0.8 | -1 | -10 | 0.7 | i | -0.1 | -9
O=C(c1cc(C2CCCCN2S(=O)(=O)c2ccccc2)on1)N1CCOCC1 (centres undefined) | 1 | 0 | -2 | -0.2 | -2 | . | -1.5 | i | 0.6 | 0
COC(=O)[C@H]1[C@H]2C[C@@H]3c4[nH]c5cc(OC)ccc5c4CCN3C[C@H]2C[C@@H](OC(=O)/C=C/c2cc(OC)c(OC)c(OC)c2)[C@@H]1OC | -40 | 0 | 0 | -0.4 | 2 | 1 | 0.7 | i | 5.2 | 14
CCOc1ccc(CCNC(=O)c2cccc(C#N)c2)cc1OCC | 1 | -5 | -6 | -1.0 | 0 | -11 | -0.7 | i | -1.9 | -5
CCN(Cc1cc(=O)[nH]c2ccccc12)C(=O)C(C)C | -1 | 6 | 0 | -0.5 | 3 | -4 | 0.4 | i | 0.6 | -1
COc1ccc(N2CCN(C(=O)Cc3csc(NC(=O)Nc4ccccc4OC)n3)CC2)cc1 | -6 | 9 | -5 | -0.2 | 4 | -7 | -0.3 | i | 2.8 | 10
CC1=C(C(=O)OC2CCCCC2)C(c2cccnc2)n2ncnc2N1 (centres undefined) | 21 | 1 | 4 | 0.5 | 4 | 6 | 0.7 | i | -1.8 | 0
CCC(C(=O)O)P(=O)(c1ccc(Cl)cc1)c1ccc(Cl)cc1 (centres undefined) | 0 | 1 | 4 | -1.0 | -1 | -2 | 0.8 | i | -0.3 | -7
CC12COC3(C(=O)N4CCN(c5ccccn5)CC4)CC1CCC32C (centres undefined) | 2 | -2 | 1 | -0.6 | 0 | -2 | -1.2 | i | -1.2 | -6
CCC(C)[C@H]1COCCS(=O)(=O)N1Cc1ccccc1F (some centres undefined) | 2 | 2 | -1 | -0.2 | -2 | 12 | 0.7 | i | -0.6 | -6
